# High-throughput results from PubChem.
# Mot1-301 SUMO – SUMOylation pathway inhibition by Mot1-301 growth rescue; growth rescue, % at 18.8 µM; S. cerevisiae Mot1-301 growth rescue, ATP luminescence, 38.5C; percent above DMSO median, 100 means doubled; 320,000 tested, 1% active; AID 2716;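 active = every valid replicate shows activation above 250% relative to neutral control wells; inactive = the rest, any valid replicate at or below 250%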;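 also: OY570 slx delta 5 strain wells were the positive control but not used for scaling; some compounds called inactive have numbers as strong as hits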
# PKA-R2B act – activators of human PKA-R2B complex | P22694+P31323 | PKA-R2B holoenzyme dissociation, Cy5-IP20 fluorescence polarization; R2B truncated from residue 108, S112A mutant; 0% DMSO only, 100% 113 µM cGMP | activation, % at 11.4 µM | 340,000 tested, 0.079% active;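 active = activation above a cutoff set at the mean over all compounds plus 3 SD, cut at about 18% in these data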;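 also: higher means more holoenzyme dissociation and a rise in polarization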
# Target sequence (P31323 whole entry, looked up, other chains not shown, the tested form may be a part): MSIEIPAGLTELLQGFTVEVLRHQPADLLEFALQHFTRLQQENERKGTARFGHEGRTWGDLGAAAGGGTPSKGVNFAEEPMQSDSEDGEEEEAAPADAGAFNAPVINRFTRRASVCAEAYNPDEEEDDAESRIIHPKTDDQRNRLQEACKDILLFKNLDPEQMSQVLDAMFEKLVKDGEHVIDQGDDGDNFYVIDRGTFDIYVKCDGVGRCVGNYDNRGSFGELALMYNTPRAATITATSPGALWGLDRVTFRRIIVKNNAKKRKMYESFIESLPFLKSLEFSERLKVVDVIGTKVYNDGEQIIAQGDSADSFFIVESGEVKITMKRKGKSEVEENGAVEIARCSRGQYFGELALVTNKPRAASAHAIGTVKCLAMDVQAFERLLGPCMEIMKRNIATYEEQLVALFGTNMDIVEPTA
# AddAB inh – less growth of phage-infected E. coli with AddAB; E. coli expressing H. pylori AddAB, absorbance growth; inhibition, % at 11.9 µM; 330,000 tested, 0.29% active; AID 435030; in the data active = inhibition above about 12%;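 also: 0% = vehicle wells of infected cells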
# E coli growth – reduces bacterial viability in AddAB counter-screen; inhibition, % at 11.9 µM; AID 449728; 330,000 tested, 0.27% active; E. coli V3065 growth, OD600 absorbance, 18 h;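 active = inhibition above the campaign's mean inhibition across all tested compounds plus 3 SD, cut at about 9.9% in these data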;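 also: uninfected addAB+ strain grown without phage in ampicillin broth; 0% = DMSO wells and 100% = ciprofloxacin 0.95 µg/ml wells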
# Tat transport – E. coli Tat transport inhibition; 340,000 tested, 0.036% active; inhibition, % at 10 µM; AID 488895; E. coli MC4100 TorA-mCherry Tat export, fluorescence;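 active = mean replicate inhibition at least 50% and at least half of replicates individually reaching 50%; inconclusive = only one of the two criteria met; inactive = neither criterion met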;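 also: exported cargo escapes ClpAP degradation while cytoplasmic cargo is degraded and loses fluorescence; 0% = median of neutral control wells and 100% = median of NaSCN control wells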
# HTR5A inv ag – HTR5A inverse agonism, opioid heterodimer counter-screen | P47898 | HTR5A cell line, luminescence | inhibition, % at 9.3 µM | 340,000 tested, 0.083% active | AID 504634; in the data active = inhibition mostly above about 23%, no sharp cut-off; inactive = mostly below about 18%;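 also: 0% = cells with DMSO and 100% = no-cell wells with DMSO; some compounds called inactive have numbers as strong as hits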
# Target sequence (P47898 whole entry, looked up): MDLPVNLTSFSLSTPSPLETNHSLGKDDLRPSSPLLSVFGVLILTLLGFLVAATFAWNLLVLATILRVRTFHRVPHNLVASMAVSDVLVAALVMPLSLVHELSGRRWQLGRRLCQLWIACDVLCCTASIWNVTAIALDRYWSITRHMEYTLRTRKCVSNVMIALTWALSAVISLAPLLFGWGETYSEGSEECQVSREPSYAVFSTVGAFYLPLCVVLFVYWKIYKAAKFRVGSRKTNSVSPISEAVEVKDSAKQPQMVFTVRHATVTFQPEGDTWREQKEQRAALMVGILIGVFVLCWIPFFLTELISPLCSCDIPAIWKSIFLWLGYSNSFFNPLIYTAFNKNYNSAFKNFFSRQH
# PfHsp90 set2 – inhibits growth of yeast expressing Plasmodium falciparum Hsp90; S. cerevisiae expressing PfHsp90, BacTiter-Glo ATP, 48 h; yeast lacking PDR1 and PDR3 efflux regulators; inhibition, % at 9.4 µM; 310,000 tested, 0.32% active;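 active = every replicate shows inhibition above about 80%, whatever the replicate mean, limit read from the data; inconclusive = mean inhibition reaches the set limit but some replicate falls short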;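 also: 0% = DMSO neutral controls and 100% = 20 µM radicicol positive controls; yeast relying on Plasmodium falciparum Hsp90 in place of its own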
# PKA-R1A activ – PKA-R1A complex activation. P00514+P68181. PKA-R1A dissociation, Cy5-IP20 fluorescence polarization; scaled: DMSO 0%, 113 µM cGMP 100%. activation, % at 11.4 µM. 340,000 tested, 0.083% active. AID 504707;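 active = percent activation above the mean of all tested compounds plus 3 SD, cut at about 19% in these data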;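 also: higher means more PKAc released from R1A so a rise in polarization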
# MOR-DOR ag – agonists of human mu-delta opioid receptor heterodimerization; P35372+P41143; activation, % at 9.3 µM; cells, OPRM1-OPRD1 heterodimerization, luminescence; 340,000 tested, 0.3% active; in the data active = activation above about 18%;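 also: 0% = vehicle-treated cells and 100% = reference agonist; values of inactives mirror those of a sister screen read the other way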
# MOR-DOR inv ag – inverse agonists of human mu-delta opioid receptor heterodimerization | P35372+P41143 | cell-based MOR-DOR heterodimer luminescence, inverse agonism | inhibition, % at 9.3 µM | 340,000 tested, 0.21% active | AID 504357; in the data active = inhibition above about 22%, passing the limit was not always enough;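 also: 0% = cells with DMSO and 100% = wells without cells with DMSO; values of inactives mirror those of a sister screen read the other way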
# phage Ecoli inh – E. coli growth loss with phage present. growth absorbance. inhibition, % at 11.9 µM. 360,000 tested, 0.26% active; in the data active = inhibition above about 11%
# Numbers without * were called inactive; ? = inconclusive; nt = not tested or not shown.
SMILES,Mot1-301 SUMO,PKA-R2B act,AddAB inh,E coli growth,Tat transport,HTR5A inv ag,PfHsp90 set2,PKA-R1A activ,MOR-DOR ag,MOR-DOR inv ag,phage Ecoli inh
COc1ccc(C(CNC(=O)COc2ccc([N+](=O)[O-])cc2)N2CCCCC2)cc1 (stereo not drawn),nt,4,2.1,-0.3,20,12,-11,-4,-1.3,7,1.7
CCOc1ccc(NCc2ccccc2OCc2cccc(F)c2)cc1,-6,8,-1.3,-1.7,9,21,-11,2,1.3,-7,4.2
O[C@@H]1CN(C2CCCCC2)CC[C@H]1N1CCN(CCc2ccccc2)CC1,-22,-11,-0.8,-0.6,-9,2,-9,-2,-0.2,1,nt
Cc1ccccc1NS(=O)(=O)c1cccc(C(=O)Nc2cccc(C(=O)O)c2)c1,3,1,-1.5,-0.6,1,-35,24,0,-2.2,11,3.2
O=C(NCc1ccc2c(c1)OCO2)c1ccc2c(c1)OCO2,-8,3,-0.3,-3.0,6,-25,-10,-1,-3.0,16,1.8
Cc1ccc(C)c(S(=O)(=O)N2CCN(C(=O)CCNS(=O)(=O)c3ccccc3)CC2)c1,156,-6,-2.5,-1.0,0,22,-7,-5,2.3,-12,0.6
Clc1cccc(N=NN2CCOCC2)c1Cl,16,4,0.1,1.6,-8,-12,-6,4,0.2,-1,-1.0
Cc1ccc(Nc2nnc(SCn3nnc4ccccc4c3=O)s2)cc1,1,1,4.9,2.5,6,-4,-16,8,-0.2,1,0.2
CCOC(=O)Cn1c(=O)c2c(nc(N3CCCCC3)n2Cc2ccccc2)n(C)c1=O,6,0,0.8,-0.4,8,1,19,-1,-1.3,6,-0.7
Cc1ccccc1CSc1nnc2ccc(-c3ccncc3)nn12,124,-2,1.3,1.6,6,-6,6,0,-1.3,7,0.3
Cc1ccc(/C=C/C(=O)Nc2ccc(S(=O)(=O)Nc3cc(C)nc(C)n3)cc2)cc1,13,-1,1.3,-1.8,-2,-1,-5,-14,-2.3,15,1.1
O=C(O)c1cc(S(=O)(=O)NCCCN2CCCC2=O)ccc1Cl,8,10,0.1,2.2,-6,0,-3,-6,-3.4,16,3.6
COc1cc(C=O)ccc1Oc1cnccn1,1,-1,0.2,-2.9,3,9,19,1,-2.5,13,2.9
Cc1ccc(C)c(NS(=O)(=O)c2cc(C(=O)N3CCc4ccccc4C3)ccc2Cl)c1,7,-4,2.7,0.3,3,-35,-30,-16,2.0,-13,1.1
COc1ccc(C(C)=O)cc1COC(=O)c1cnc(Cl)c(Cl)c1,-12,-6,0.3,1.0,0,-10,-9,-2,3.2,-15,2.2

# Entries shown so far that have a COOH group:
SMILES,Mot1-301 SUMO,PKA-R2B act,AddAB inh,E coli growth,Tat transport,HTR5A inv ag,PfHsp90 set2,PKA-R1A activ,MOR-DOR ag,MOR-DOR inv ag,phage Ecoli inh
Cc1ccccc1NS(=O)(=O)c1cccc(C(=O)Nc2cccc(C(=O)O)c2)c1,3,1,-1.5,-0.6,1,-35,24,0,-2.2,11,3.2
O=C(O)c1cc(S(=O)(=O)NCCCN2CCCC2=O)ccc1Cl,8,10,0.1,2.2,-6,0,-3,-6,-3.4,16,3.6

# Other structures
SMILES,Mot1-301 SUMO,PKA-R2B act,AddAB inh,E coli growth,Tat transport,HTR5A inv ag,PfHsp90 set2,PKA-R1A activ,MOR-DOR ag,MOR-DOR inv ag,phage Ecoli inh
Cc1c(C(=O)OCC(=O)NCC2CCCO2)oc2ccccc12 (stereo not drawn),4,-6,0.8,-1.6,4,4,nt,-1,-3.5,17,1.3
CCn1c(SCC(=O)NC2CC2)nnc1-c1ccncc1,-9,10,0.9,1.7,-2,-1,-5,4,-2.4,12,3.1
CCOP(=O)(OCC)C(NC(=O)Nc1ccc(Cl)cc1)C(=O)N(CC)CC (stereo not drawn),-22,5,0.2,-1.8,0,-5,13,-3,1.0,-5,-0.1
Cc1ccc(C)c(CN2C(=O)CSc3ccc(C(=O)NCCN4CCOCC4)cc32)c1,0,6,1.0,-2.8,11,-13,-7,1,-0.9,7,-2.0
O=C(Nc1ccc(NC(=O)c2ccccc2F)cc1)c1ccccc1F,-5,-2,nt,nt,13,-31,3,-5,-2.3,11,-0.3
CC12CCC(=O)N1C(C(=O)NNC(=O)c1ccc(F)cc1)CS2 (stereo not drawn),341,-15,1.2,-0.8,-1,-17,-1,-13,1.5,-10,4.6
CC(Cc1cccs1)NC(=O)Nc1ccc(F)cc1 (stereo not drawn),5,-6,2.1,-2.7,25,10,0,-4,-0.4,2,3.9
Nc1cc(S(=O)(=O)N2CCCCC2)ccc1N1CCOCC1,56,-9,0.5,0.8,0,24,nt,1,-1.7,8,1.8
COc1ccccc1-n1cnnc1SCC(=O)NC1CCCCC1,5,4,1.5,1.2,1,-5,22,-11,-1.6,9,1.2
COc1ccc(CN2CCC(Oc3ccc(C(=O)NCc4ccccn4)cc3)CC2)c(F)c1,6,-4,1.2,2.9,6,14,4,4,-3.1,16,-0.4
Cn1cnnc1SCC(=O)c1ccc(O)c(O)c1,384,-4,1.1,-3.4,5,-15,-4,2,-1.9,9,2.0
CCOC(=O)c1c(NC(=O)COC(=O)c2ccc(O)cc2)sc(C(=O)N(C)C)c1C,8,-17,-0.4,0.0,10,19,10,-2,-3.2,16,1.8
Cc1cccc(NC(=O)N2C3CCCC2CC(NC(=O)C(C)(C)C)C3)c1 (stereo not drawn),-2,-9,1.1,3.4,-3,2,-11,-2,-2.0,10,5.1
CCCn1c(SCC(=O)NCC(=O)Nc2ccc(F)c(F)c2F)nc2ccccc2c1=O,-6,5,-0.4,0.3,2,18,nt,-3,-1.0,4,-1.3
O=C(NC(Cc1ccccc1)c1nc2ccccc2[nH]1)c1ccc(Cl)c([N+](=O)[O-])c1 (stereo not drawn),-15,-9,4.6,-0.6,?,-20,-1,-6,4.9,-24,2.5

# A section from the list above, for reference:
SMILES,Mot1-301 SUMO,PKA-R2B act,AddAB inh,E coli growth,Tat transport,HTR5A inv ag,PfHsp90 set2,PKA-R1A activ,MOR-DOR ag,MOR-DOR inv ag,phage Ecoli inh
Cc1ccccc1CSc1nnc2ccc(-c3ccncc3)nn12,124,-2,1.3,1.6,6,-6,6,0,-1.3,7,0.3
Cc1ccc(/C=C/C(=O)Nc2ccc(S(=O)(=O)Nc3cc(C)nc(C)n3)cc2)cc1,13,-1,1.3,-1.8,-2,-1,-5,-14,-2.3,15,1.1
O=C(O)c1cc(S(=O)(=O)NCCCN2CCCC2=O)ccc1Cl,8,10,0.1,2.2,-6,0,-3,-6,-3.4,16,3.6
COc1cc(C=O)ccc1Oc1cnccn1,1,-1,0.2,-2.9,3,9,19,1,-2.5,13,2.9
Cc1ccc(C)c(NS(=O)(=O)c2cc(C(=O)N3CCc4ccccc4C3)ccc2Cl)c1,7,-4,2.7,0.3,3,-35,-30,-16,2.0,-13,1.1
COc1ccc(C(C)=O)cc1COC(=O)c1cnc(Cl)c(Cl)c1,-12,-6,0.3,1.0,0,-10,-9,-2,3.2,-15,2.2

# (further entries)
SMILES,Mot1-301 SUMO,PKA-R2B act,AddAB inh,E coli growth,Tat transport,HTR5A inv ag,PfHsp90 set2,PKA-R1A activ,MOR-DOR ag,MOR-DOR inv ag,phage Ecoli inh
CCCn1cc(S(=O)(=O)c2ccc(OC)cc2)c(=O)c2cc(OC)ccc21,-15,-7,-1.6,1.2,8,-7,-3,-10,-1.5,8,-1.6
CCC(C)C(NC=C1C(=O)OC(C)(C)OC1=O)C(=O)O (stereo not drawn),-11,-6,-0.4,-0.6,4,-24,nt,4,5.7,-31,4.0
CCC1CN(C(=O)N2CCC(C(=O)NCc3ccco3)CC2)c2cc(C)ccc2O1 (stereo not drawn),8,4,2.2,-0.5,3,-17,-66,6,-2.1,11,2.8
Cc1ccc(C)c(N2N=C(C(=O)OCc3nnc(-c4ccccc4)o3)CCC2=O)c1,11,-15,-0.5,0.3,-7,-19,18,-4,-1.6,9,-0.1
Cc1cc(C)c(OCCCCN(C)C)c(Br)c1,5,3,1.5,0.2,-4,-7,nt,-2,-1.2,6,0.3
CCCCOc1ccc(OC(=O)c2cccnc2)cc1,40,-6,-1.6,-0.6,5,-17,40,-8,-0.8,5,-0.6
O=C(NCc1ccc(F)cc1)C(Cc1ccccc1)NS(=O)(=O)c1cccs1 (stereo not drawn),-21,-4,5.6,-0.9,-3,20,-18,-2,1.1,-7,0.4
CCN1CCc2nc(SCC(=O)Nc3ccc(OC)cc3)c(C#N)cc2C1,5,11,5.0,1.6,-1,-16,13,-1,-1.1,7,4.8
CCN(Cc1nc2ccccc2n1C)c1ccccc1,-6,4,1.7,-1.0,-5,7,1,5,-3.1,15,2.4
COc1cccc2c(=O)n(CC(=O)Nc3cccc(F)c3)ccc12,3,-5,-3.2,-2.1,12,2,-7,-2,-1.0,6,1.4
CCOC(=O)C1=C(O)/C(=C/c2ccc(-c3ccccc3C(=O)O)o2)SC1=Nc1ccc(OC)cc1,nt,-3,nt,nt,1,8,-22,-21,-4.8,20,-0.2
O=C(CC1C(=O)NCCN1Cc1cccc(F)c1)NCCCOc1cccnc1 (stereo not drawn),-13,-1,3.4,-0.4,0,16,22,-4,-3.4,17,-0.4
Cc1nc2sccn2c(=O)c1S(=O)(=O)Nc1ccc(N2CCN(C)CC2)cc1,-5,-4,-4.0,0.7,-1,-8,-121,-7,1.7,-10,2.9
O=C(O)c1cccc(NC(=O)c2ccccc2)c1,nt,-2,nt,nt,?,-11,0,-7,-0.5,3,-1.4
CCOC(=O)C(CC(=O)Nc1nc(C(C)=O)c(C)s1)C(C)c1ccccc1 (stereo not drawn),3,1,-1.1,-0.7,-7,11,3,1,-2.4,11,-0.8
COc1ccc(Cn2c(O)c(/C=C3/C=CC=N3)c(=O)[nH]c2=O)cc1,-1,-2,0.6,0.8,-5,-32,-2,-2,-2.4,12,3.1
O=C(O)[C@H]1CCCC[C@H]1C(=O)Nc1ccc(Nc2ccccc2)cc1,116,-2,-1.2,-0.4,-5,-7,12,6,1.9,-11,-0.3
COc1ccc(Cc2noc(-c3ccc(OC)c(OC)c3)n2)cc1OC,41,-3,-1.8,-1.7,10,4,-61,0,-2.2,13,3.3
O=C(NCC(=O)N1CCCC(C(F)(F)F)C1)c1ccco1 (stereo not drawn),46,-2,0.0,0.0,2,23,-4,2,-3.2,13,1.1
O=C(O)c1ccccc1SCc1csc(-c2ccccc2)n1,-26,6,1.0,-0.8,3,12,-10,1,-4.0,22,2.5
Cc1cccc(-n2ccc(=O)c(C(=O)O)n2)c1,42,1,-0.9,0.2,-8,9,-6,1,-2.2,10,1.5
COC(=O)c1ccc(NC(=O)N(c2ccccc2)c2ccccc2)cc1,3,-2,-0.9,-4.2,1,1,17,-2,-2.6,13,-1.9
